Screens (PubChem)
IL2 activator: qHTS of IL-2 Activators. IL-2 activation reporter assay, cell-based qHTS; stimulated with anti-CD3/CD4/CD28 beads; in transgenic mouse T cells. activation, % (series mostly up to about 46 µM). 360,000 compounds, 0.065% hits. AID 652025, 2013; in the data active means activation above about 50%; inconclusive means mostly about 30% to 49%; further: 0% is about no effect
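Using fluorescent plate cytometry, EGFP and DsRed are detected in transgenic mouse T cells stimulated 18 h at 37 degrees C with antibody-coated beads after 60 min compound pretreatment.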
EPAC2 agonist: qHTS for Agonist of cAMP-regulated guanine nucleotide exchange factor 4 (EPAC2): primary screen. Rap guanine nucleotide exchange factor 4 (Homo sapiens), Q8WZA2. EPAC2 activation, biochemical qHTS; response scale: 100% = 6.5 mM cAMP response. Potency, µM (highest dose often 154 µM), for the others: at the top dose activation, actives largely listed as activators. 360,000 compounds, 0.079% hits. AID 720711, 2013; further: potency means the concentration at half of the fitted maximal effect; nearly all actives have a fitted effect of over 50% in size
Target sequence (Q8WZA2 whole entry, looked up): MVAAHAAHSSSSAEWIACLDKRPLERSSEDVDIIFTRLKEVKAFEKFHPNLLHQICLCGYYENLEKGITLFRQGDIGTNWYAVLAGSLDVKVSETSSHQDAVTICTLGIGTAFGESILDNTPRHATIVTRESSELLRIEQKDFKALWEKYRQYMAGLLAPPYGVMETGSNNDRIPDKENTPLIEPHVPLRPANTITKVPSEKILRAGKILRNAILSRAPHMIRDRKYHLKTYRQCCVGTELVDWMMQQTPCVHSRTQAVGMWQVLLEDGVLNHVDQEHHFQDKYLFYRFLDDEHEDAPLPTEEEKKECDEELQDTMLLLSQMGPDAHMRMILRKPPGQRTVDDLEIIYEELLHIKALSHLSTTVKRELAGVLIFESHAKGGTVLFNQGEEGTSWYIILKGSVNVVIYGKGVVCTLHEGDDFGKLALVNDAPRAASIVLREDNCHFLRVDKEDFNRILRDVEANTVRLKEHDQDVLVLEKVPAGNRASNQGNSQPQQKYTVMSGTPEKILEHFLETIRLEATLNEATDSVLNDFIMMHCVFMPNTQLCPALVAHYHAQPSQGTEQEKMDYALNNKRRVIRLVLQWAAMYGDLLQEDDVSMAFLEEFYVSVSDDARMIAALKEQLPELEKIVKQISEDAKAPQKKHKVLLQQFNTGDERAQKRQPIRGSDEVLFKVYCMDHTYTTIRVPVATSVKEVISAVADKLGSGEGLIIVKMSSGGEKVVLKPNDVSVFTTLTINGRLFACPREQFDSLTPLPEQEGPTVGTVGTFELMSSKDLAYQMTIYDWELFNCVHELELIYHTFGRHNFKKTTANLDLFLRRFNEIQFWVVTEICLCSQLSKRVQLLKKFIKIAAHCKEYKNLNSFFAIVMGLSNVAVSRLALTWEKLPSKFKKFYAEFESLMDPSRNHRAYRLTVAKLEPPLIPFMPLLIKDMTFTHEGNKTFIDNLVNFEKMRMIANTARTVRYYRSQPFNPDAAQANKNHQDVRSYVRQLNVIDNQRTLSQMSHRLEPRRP
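Nucleotide exchange monitored as fluorescence drop when BODIPY-GDP leaves Rap1B. Reaction: 100 nM EPAC2, 250 nM RAP1B-BODIPY-GDP, 50 uM GDP, room temperature, kinetic read over 30 min. Activity expressed relative to 6.5 mM cAMP.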
Nrf2 block: Nrf2 qHTS screen for inhibitors; Potency, µM (series often up to 46 µM), for the others: at the highest dose activity change, negative = inhibition, most hits filed as inhibitors; A549 ARE-Fluc reporter, luciferase luminescence, 18-24 h; 360,000 compounds, 2.1% hits; further: potency means the concentration at half of the fitted maximal effect; on the % scale 0 is the no-effect control and ±100 the full control effect; nearly all actives have a fitted effect of over 60% in size
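A549 ARE_Fluc cells, 5000/well, 5% FBS OPTI-MEM; compounds in dose-response, 18-24 h at 37 °C/5% CO2; CellTiter-Fluor viability read (Ex 405/Em 525), then BugLite luciferase luminescence = Nrf2 activity.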
A549 viability: Nrf2 qHTS screen for inhibitors: counterscreen for cytotoxicity. A549 ARE-Fluc cells, CellTiter-Fluor viability, 18-24 h. Potency, µM (doses to about 46 µM), inactives show top-dose activity change, negative = cytotoxicity, most hits filed as inhibitors. 390,000 compounds, 0.16% hits; further: potency means the concentration at half of the fitted maximal effect; on the % scale 0 is the no-effect control and ±100 the full control effect
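A549 ARE-Fluc cells in 5% FBS OPTI-MEM, 5000 cells/well, rested 2 h then exposed to compounds in concentration-response for 18-24 h at 37 °C. Viability by CellTiter-Fluor fluorescence (Ex 405/Em 525) after 30 min; luciferase luminescence (BugLite, 15 min, RT) read afterwards.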
ATXN2 expr inh: Primary qHTS for Inhibitors of ATXN expression | HEK-293 ATXN2-luciferase reporter, luminescence, 24 h | Potency, µM (series often up to 57 µM), for the others: at the highest dose activity change, negative = inhibition, hits mostly inhibitors | 360,000 compounds, 0.72% hits | AID 1745845, 2022; further: potency means the concentration at half of the fitted maximal effect; on the % scale 0 is the no-effect control and ±100 the full control effect; nearly all actives have a fitted effect of over 55% in size
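qHTS (up to 57 uM final) was run with 24 h compound exposure of reporter cells at 37 °C. Each well was multiplexed: SteadyGlo luminescence measured ATXN2-luciferase expression after a fluorogenic Gly-Phe-AFC viability readout (25 uM final).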
HepG2 tox: qHTS for Inhibitors of TGF-b: Cytotox Counterscreen | 410,000 compounds, 0.76% hits | HepG2 CAGA-GFP viability, ATP luminescence, 18 h | Potency, µM (highest dose often 46.1 µM), without a hit: top-dose activity change, negative = cytotoxicity, actives largely listed as cytotoxic | AID 588856, 2011; further: potency means the concentration at half of the fitted maximal effect; some results filed as inactive show a strong effect at the top dose
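HepG2 CAGA-GFP cells (1000/well, DMEM with 1% FBS) received compound, then TGF-beta at 500 pg/mL final, and were incubated 18 hours at 37 degrees C. Viability was read by CellTiter-Glo luminescence. Media-only wells were set as complete cell-killing and DMSO as no toxicity.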
TGFb inhibitor: qHTS for Inhibitors of TGF-b. Potency, µM (series often up to 46.1 µM), inactives show top-dose activity, negative = inhibition, most hits filed as inhibitors. HepG2 CAGA-GFP TGF-b/SMAD3 reporter, GFP fluorescence, 18 h; TGF-beta stimulated, 500 pg/mL final. 410,000 compounds, 1.2% hits; further: potency means the concentration at half of the fitted maximal effect; on the % scale 0 is the no-effect control and ±100 the full control effect; nearly all actives have a fitted effect of over 65% in size
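Inhibition was scored as loss of TGF-beta-induced (500 pg/mL final, 18 hours, 37 degrees C) GFP in HEPG2 cells carrying a CAGA-GFP reporter, in DMEM with 1% FBS. Well GFP was summed per cell; Activity was normalised to unstimulated and stimulated DMSO wells, then concentration-response fitting.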
ATXN viability: Viability Counterscreen for Primary qHTS for Inhibitors of ATXN expression; S2 cells (HEK-293 line with an ATXN2-luciferase reporter) viability, CellTiter-Fluor protease fluorescence, 24 h; Potency, µM (titrated, usually from 56.7 µM), most hits filed as cytotoxic; 400,000 compounds, 0.49% hits; AID 651635, 2014; further: potency means the concentration at half of the fitted maximal effect; nearly all actives have a fitted effect of over 40% in size
Nrf2 ARE act: qHTS of Nrf2 Activators. AREc32 ARE-luciferase reporter (MCF7-derived line), luminescence, 24 h. Potency, µM (doses to about 46.1 µM), for the others: top-dose activation, actives largely listed as activators. 410,000 compounds, 0.31% hits. AID 624171, 2012; further: potency means the concentration at half of the fitted maximal effect; % of control where 0% means no effect; nearly all actives have a fitted effect of over 65% in size
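Cells of the AREc32 ARE-luciferase line are plated in OPTI-MEM containing 5% FBS and left overnight at 37 deg C. Compounds are pinned in, incubation continues 24 hr, and firefly luciferase signal is then measured.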
* = called active by the depositor; i = inactive; ? = inconclusive; nt = no result given; & = joins results of further samples; [ ] = another dose, or the depositor's remark. Unless noted, the call rests on the fitted dose curve; in most records, active means well fitted curve in the direction sought with a large enough effect; inconclusive means small, poorly fitted or top-dose-only effect, or another doubt; inactive means no such curve, though single readings can be large; an effect the other way counts as inactive or inconclusive. Compounds were not picked by outcome. About 4.3% of those tested had a hit in this group.

Structure	IL2 activator	EPAC2 agonist	Nrf2 block	A549 viability	ATXN2 expr inh	HepG2 tox	TGFb inhibitor	ATXN viability	Nrf2 ARE act
Cc1c(CCCN)c2ccccc2n1Cc1ccccc1	-3.8	7.0%	-10.6%	-23.6%	?	15.8µM*	?	?	3.4%
O=C(Nc1ccc(OC(F)(F)F)cc1)C1CCCN(S(=O)(=O)c2ccc(Br)s2)C1 (stereo not drawn)	nt	nt	-12.6%	-8.9%	12.5%	4.9%	-0.9%	i	-0.5%
CCOC(=O)N1CCN(C(=S)Nc2ccc(C)cc2C)CC1	7.4	-1.9%	-5.6%	14.2%	-13.8%	-37.5%	?	?	0.3%
CCN(Cc1ccccc1)C(=O)CN1C(=O)COc2ccc(S(=O)(=O)NC3CCCC3)cc21	2.0	-9.0%	7.9%&-13.9%	-11.2%&-2.0%	-3.3%&-6.8%	-1.0%&-6.0%	2.1%&-19.2%	?	-1.0%&0.2%
C=CCc1cc(C=Nc2ccc(N3CCOCC3)cc2)cc(OCC)c1O	-0.1	8.5%	?	5.1%	-25.9%	-15.3%	-13.5%	?	-0.9%
Cc1nc2c(sc(=S)n2Cc2ccco2)c(=O)n1CC(=O)Nc1ccc(F)cc1	-0.6	-3.1%	9.3%	1.7%	nt	17.7%	23.2%	nt	0.2%
Oc1c(Br)cc(Br)cc1/C=N/n1c(-c2ccccc2)n[nH]c1=S	-1.0	8.2%	15.1%	6.5%	nt	-17.4%	?	i	8.4%
Cc1ccc(N=C2NC(=O)/C(=C\c3ccco3)S2)cc1	-0.3	-5.6%	8.6%	-1.4%	34.4%	0.7%	-7.6%	?	4.3%[9.22 µM]
CC(=O)CCn1cnc([N+](=O)[O-])n1	-2.1	-0.4%	28.1%	0.2%	-9.8%[11.3 µM]	15.8%	1.2%	i	0.0%
O=C(Cc1ccc(-c2ccccc2)cc1)Nc1ncccc1O	0.6	8.6%	0.4%	4.7%	51.6%[activator]	-1.3%	-14.5%	i	4.6%
CCCCCCCCOC(=O)C(NC(=O)CCC(=O)Nc1ccc(S(N)(=O)=O)cc1)C(O)c1ccccc1 (stereo not drawn)	-0.9	4.1%	3.9%	-5.6%	11.5%	0.3%	-2.7%	i	-0.2%
O=C(c1cc(Cl)ccc1Cl)N1CCOCC1	-1.9	6.2%	8.8%	-3.7%	1.4%	5.3%	8.6%	i	0.0%
CC(=O)c1ccccc1NC(=O)c1ccc(OCc2c(C)noc2C)cc1	-0.3	16.9%	13µM*	0.2%	0.0%	-114.7%	-11.4%	i	2.4%
Cc1ccc(S(=O)(=O)N(CCCO)CC(O)CON=C2c3ccccc3-c3ccccc32)cc1 (stereo not drawn)	-2.3	-4.5%	?	-15.0%	?	-115.1%	?	nt	-1.8%
Cc1oc(-c2ccc(Cl)cc2)nc1CS(=O)CC(=O)NCc1ccccn1 (stereo not drawn)	-0.5	-2.2%	9.6%	0.7%	-9.4%	-0.2%	0.1%	i	-0.3%
CCCNC(=O)c1ccc2c(c1)nc(C)n2-c1cccc(C)c1	0.1	-3.4%	?	0.0%&6.9%	-18.1%&-0.3%	-3.3%&-6.0%	-27.6%&9.5%	i	-0.5%&-1.3%
CC1=C(C)CC(C(=O)NNC(=O)c2csc3c2CCC(C(C)(C)C)C3)C(C(=O)O)C1 (stereo not drawn)	3.1	-4.3%	-13.2%	-4.6%	-1.8%	13.7%	2.9%	i	-0.3%
CCOC(=O)Cn1c(CN(Cc2ccccc2)Cc2ccccc2)nc2c1c(=O)n(C)c(=O)n2C	0.8	12.9%	?	-1.0%	-15.3%	-36.7%	0.0%	i	10.4%
CC(C)c1ccc(C2(C)NC(=O)N(C(C)C(=O)Nc3ccc(N4CCOCC4)cc3)C2=O)cc1 (stereo not drawn)	-0.3	-2.5%	-21.7%	-9.9%	-22.0%	0.0%	16.7%	i	1.8%
O=C(c1cccc(S(=O)(=O)N2CCCC2)c1)c1nnc(-c2ccncc2)o1	-2.2	13.0%	-2.9%	0.0%	-4.5%	-21.9%	-8.0%	i	-0.6%
O=C(CNC(c1ccccc1)c1ccccc1)Nc1ccccc1Br	1.0	11.2%	1.4%	0.0%	nt	-21.3%	-10.2%	i	-0.3%
CCN(CC)S(=O)(=O)c1ccc(NC=C(C#N)C#N)cc1	-1.8	11.0%	-4.6%	-12.3%	-13.3%	26.3%	7.1%	i	-0.1%
O=C(Nc1cc(C(F)(F)F)ccc1F)C1CCC1	1.7	-25.3%	nt	4.8%	-1.2%	0.5%	3.1%	i	-0.8%
O=C(CNC(=O)c1cccs1)N=Nc1c(O)[nH]c2ccc(Br)cc12	-1.8	-4.7%	2.9%	-1.4%	-9.4%	8.5%	16.4%	i	7.8%
Cc1ccccc1CN1CCN(C(=O)[C@H]2O[C@@H](n3ccc(=O)[nH]c3=O)[C@H](O)[C@@H]2O)CC1	-0.3	2.5%	nt	nt	-18.9%	-11.7%	0.5%	i	-0.1%
CCC(C)C(=O)Nc1cc([N+](=O)[O-])ccc1Cl (stereo not drawn)	0.2	10.7%	5.9%	-0.6%	-8.3%	5.3%	-6.1%	?	0.9%
CCCCNC(=O)/C=C/c1ccc(S(=O)(=O)Nc2ccc(OC)cc2)cc1	1.2	3.0%	?	2.0%	-38.6%	6.0%	3.6%	i	-0.2%
Cc1cccc2cc(CN(Cc3ccccc3)C(=O)c3cccc(F)c3)c(Cl)nc12	-2.0	10.2%	-9.9%	1.4%	-20.9%	-17.9%	-24.0%	i	-0.3%
CC(C)Nc1ncnc2[nH]ncc12	0.7	6.6%	-7.4%	1.6%	0.7%	6.3%	3.0%	i	-0.1%
COc1ccc(/C=N/OCC(=O)N2CCCC2)c(OC)c1	-0.8	-1.7%	7.4%	0.7%	3.4%	10.6%	18.4%	i	0.1%
CCC(=NCCc1c(C)[nH]c2ccccc12)C1=C(O)CC(c2ccccc2)CC1=O (stereo not drawn)	-3.2	-2.1%	-21.9%	-11.5%	-23.9%	-17.2%	?	?	3.2%
CC(C)(C)OC(=O)[C@H](Cc1ccccc1)NC(=O)c1nc[nH]c1C(=O)N1CCN(C(=O)OC(C)(C)C)CC1	1.4	-6.5%	?	-3.3%	-7.7%	-23.1%	7.4%	?	-1.0%
Cc1n[nH]c(=S)n1-c1ccc(Cl)cc1	-0.1	16.5%	-4.3%	1.2%	-15.9%	-29.6%	5.0%	i	0.5%
Cc1ccc([N+](=O)[O-])c(OCCN2C(=O)NC(C)(C)C2=O)c1	-0.4	1.9%	-15.3%	0.5%	nt	15.4%	0.5%	i	-0.6%
CN(Cc1ccc(OC(F)F)cc1)C(=O)c1ccc(S(=O)(=O)N(C)c2ccccc2)cc1	1.6	10.2%	?	-5.9%	-28.4%	-30.7%	?	i	0.6%
O=C1CCCN1Cc1ncnn1-c1ccccc1	-0.1	-2.0%	2.3%	-3.8%	1.2%	-1.0%	-1.0%	i	-0.8%
O=C(NCCCn1ccnc1)c1sc2cccc(F)c2c1Cl	-0.8	-0.2%	3.9%	2.3%	-0.1%	-22.7%	4.7%	i	-0.1%
Cc1c(NC(=O)c2ccc(Cl)s2)c(=O)n(-c2ccccc2)n1C	1.6	4.0%	4.0%	0.1%	-6.1%	-16.4%	-9.8%	i	-0.7%[9.22 µM]
CC(=O)NC(N(C#N)c1nc(Cl)nc(N(C)C)n1)C(Cl)(Cl)Cl (stereo not drawn)	-3.7	7.5%	-2.3%	-0.1%	-18.5%	-2.5%	6.8%	i	-0.4%
O=C(Nc1cc(Cl)ccc1Cl)c1cc(S(=O)(=O)NCCc2ccccc2)ccc1F	nt	nt	nt	11.3%	-21.0%	-39.0%	?	i	7.0%
Cc1ccc(S(=O)(=O)N(C)C)cc1NC(=O)CCNC(=O)c1ccco1	-0.1	7.1%	26.5%	-3.1%	2.4%	-15.7%	-5.3%	i	-1.0%

Three entries picked at random from those above, as already listed:
Structure	IL2 activator	EPAC2 agonist	Nrf2 block	A549 viability	ATXN2 expr inh	HepG2 tox	TGFb inhibitor	ATXN viability	Nrf2 ARE act
CN(Cc1ccc(OC(F)F)cc1)C(=O)c1ccc(S(=O)(=O)N(C)c2ccccc2)cc1	1.6	10.2%	?	-5.9%	-28.4%	-30.7%	?	i	0.6%
O=C1CCCN1Cc1ncnn1-c1ccccc1	-0.1	-2.0%	2.3%	-3.8%	1.2%	-1.0%	-1.0%	i	-0.8%
CCC(=NCCc1c(C)[nH]c2ccccc12)C1=C(O)CC(c2ccccc2)CC1=O (stereo not drawn)	-3.2	-2.1%	-21.9%	-11.5%	-23.9%	-17.2%	?	?	3.2%
